# Compound activity as filed in PubChem.
# KAT2A inh – GCN5L2 (KAT2A) acetyltransferase inhibition | Q92830 | GCN5L2 HAT assay, ThioGlo1 CoA-SH fluorescence | Potency, µM (titrated, usually from 58.9 µM), without a hit: top-dose activity change, negative = inhibition, actives largely listed as inhibitors | actives 0.21% (n = 390,000)
# Target sequence (Q92830 whole entry, looked up): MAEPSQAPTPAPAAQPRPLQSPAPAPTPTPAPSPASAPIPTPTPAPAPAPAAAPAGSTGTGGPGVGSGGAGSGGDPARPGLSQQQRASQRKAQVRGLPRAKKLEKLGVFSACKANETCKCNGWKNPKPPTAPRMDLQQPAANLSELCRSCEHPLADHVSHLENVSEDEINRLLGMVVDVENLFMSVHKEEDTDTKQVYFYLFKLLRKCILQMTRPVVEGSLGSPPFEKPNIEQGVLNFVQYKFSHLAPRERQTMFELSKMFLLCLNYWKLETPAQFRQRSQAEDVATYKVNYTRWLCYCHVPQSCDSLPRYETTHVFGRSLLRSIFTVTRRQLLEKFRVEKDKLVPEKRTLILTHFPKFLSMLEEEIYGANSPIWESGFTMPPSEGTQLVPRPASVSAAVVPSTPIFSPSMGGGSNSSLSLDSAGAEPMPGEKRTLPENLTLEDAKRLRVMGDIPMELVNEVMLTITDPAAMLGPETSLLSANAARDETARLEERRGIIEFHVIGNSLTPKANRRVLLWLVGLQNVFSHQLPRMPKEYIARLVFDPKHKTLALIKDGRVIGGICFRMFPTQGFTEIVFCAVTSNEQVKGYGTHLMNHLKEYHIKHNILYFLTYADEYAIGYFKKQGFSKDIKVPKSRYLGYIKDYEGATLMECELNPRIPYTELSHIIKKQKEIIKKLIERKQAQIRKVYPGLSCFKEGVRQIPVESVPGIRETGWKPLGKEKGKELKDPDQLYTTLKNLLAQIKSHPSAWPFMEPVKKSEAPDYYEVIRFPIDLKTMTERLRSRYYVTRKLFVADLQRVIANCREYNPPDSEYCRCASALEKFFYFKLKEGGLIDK
#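 Preincubate 20nM GCN5L2 with compound 15 min, RT → add 50uM ThioGlo1 + 75uM H3(1-25) + 70uM acetyl-CoA → read fluorescence 0 and 20 min. Primary qHTS; fluorescent artifacts likely.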
# TDP1 cell CPT – DT40-hTDP1 cell growth loss with CPT. Potency, µM (top dose mostly 46.2 µM), inactives show top-dose activity change, negative = growth inhibition, most hits filed as inhibitors. actives 12% (n = 420,000). chicken DT40 Tdp1-/-;hTDP1 cells + 20 nM CPT, ATP luminescence, 48 h; further: nearly all actives have a fitted effect of over 55% in size
#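 Chicken DT40 Tdp1-/- cells stably complemented with human TDP1 were seeded at 400 cells/well in medium containing 20 nM camptothecin, exposed to pin-transferred compounds, and grown at 37 °C for at least 48 hr. Viability was read as ATP luminescence.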
# TDP1 cell noCPT – qHTS for Inhibitors of human tyrosyl-DNA phosphodiesterase 1 (TDP1): qHTS in cells in absence of CPT. actives 15% (n = 420,000). DT40 Tdp1-/- hTDP1 cells, no CPT, ATP luminescence, 48 h. Potency, µM (titrated, usually from 46.2 µM), for inactives: at the highest dose activity change, negative = growth inhibition, most hits filed as inhibitors; further: nearly all actives have a fitted effect of over 55% in size
#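 Stably hTDP1-transfected Tdp1-null chicken DT40 cells were treated with library compounds minus camptothecin and grown for at least 48 hr at 37 °C, after which cellular ATP was quantified by luminescence.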
# Starred values were filed as active, the others as inactive; u = inconclusive; x = no result given; [ ] = dose if it differs, or a comment. The call rests on the fitted dose curve; in most records, active means well fitted curve in the direction sought with a large enough effect; inconclusive means small, poorly fitted or top-dose-only effect, or another doubt; inactive means no such curve, though single readings can be large; an effect the other way counts as inactive or inconclusive. On the % scale 0 is the no-effect control and ±100 the full control effect; potency means the concentration at half of the fitted maximal effect. Not all compounds are listed; rates above refer to the full screens.
SMILES,KAT2A inh,TDP1 cell CPT,TDP1 cell noCPT
COc1cccc(CN2CCCN(Cc3ccc(F)cc3)S2(=O)=O)c1,-10%,u,u
Cc1c(/C(O)=C2\C(=O)C(=O)N(CCCN(C)C)C2c2cccs2)cnn1-c1ccccc1 (centres undefined),x,1%,2%
CCC(C)[C@H](N)c1cn([C@@H](CCCCN)C(=O)N2CCNCC2)nn1 (some centres undefined),1%,-3%,-8%
Cc1nc2c(-c3ccccc3)cnn2c(N)c1-c1ccccc1,-7%,-28%,u
CCOCCCNC(=O)c1ccc(CS(=O)(=O)Cc2cccc(C)c2)o1,-3%,-16%,-24%
COc1ccc(/C=C\C(=O)NCc2ccc3[nH]c(C)cc3c2)cc1OC,-5%,u,u
O=S(=O)(CCSc1nc2ccccc2o1)Cc1ccccc1,2%,-30%,-22%
CC(=O)Nc1ccc(SCC(=O)OCC(=O)NC(=O)NC2CCCC2)cc1,0%,-1%,-8%
Cc1onc(-c2ccccc2Cl)c1C(=O)N(Cc1ccccc1)C(C)C,-1%,u,u
COc1ccc(CNC(=O)CN(C)S(=O)(=O)c2ccc(Cl)cc2)cc1,2%,-3%,-13%
CCOC(=O)C1=C(C)NC(=S)NC1c1ccc(OCC(=O)N2CCCCCC2)cc1 (centres undefined),-1%,u,-11%
Cc1ccc(Cl)c(NC(=O)CN2C(=O)C(C)N(c3ccc(F)cc3)C2=O)c1Cl (centres undefined),x,-28%,u
CC(=O)c1cccc(NC(=O)COC(=O)c2n[nH]c3ccccc23)c1,1%,-19%,u
CCOc1ccc(S(=O)(=O)Nc2ccc(C(=O)NN)cc2)cc1,-5%,u,-14%
Cc1ccc(NC(=O)COC(=O)CNC(=O)C2CCCCC2)c(Br)c1,-3%,0%,-10%
O=S(=O)(Cc1ncc(C(F)(F)F)cc1Cl)c1ccccc1,-3%,23µM*,u
CCOCCCNC(=O)C(NC(=O)CNC(=O)c1ccccc1)c1ccc(C)cc1 (centres undefined),-2%,-3%,-23%
Cc1ccc(C(=O)OCC(=O)NCc2ccc(F)cc2)o1,1%,0%,6%
CCCCn1c(=O)cc(N2CCOCC2)[nH]c1=O,-1%,-5%,-19%
CCOC(=O)c1sc(NC(=O)c2ccc(Cl)s2)cc1C,-8%,-16%,1%
COc1cc(=O)n2c(c1C(=O)N(C)Cc1nccs1)CCN(Cc1ccc(Cl)cc1)CC2,x,u,u
COc1ccc(C=C(C(=O)c2ccccc2)c2ccccc2)cc1,x,u,u
COc1ccccc1N(CC(=O)NCCSc1ccc(Cl)cc1)S(C)(=O)=O,u,-7%,-21%
CCOc1ccc(CC(=O)NCCS(=O)(=O)N2CCN(c3ccccc3)CC2)cc1,-1%,-21%,u
O=C(NC1CC1)C1CC(=O)N(c2cccc(Cl)c2)C1 (centres undefined),u,-13%,21%
CCc1ccc(C(=O)NC(CCSC)C(=O)OC)cc1 (centres undefined),-7%,-4%,0%
Cc1ccc(NC(=O)CCCN2C(=O)C(c3ccccc3)Oc3cccnc32)c(C)c1 (centres undefined),x,u,-26%
Cc1cc(C)cc(OCc2nnc(SCC(=O)OC(C)C)o2)c1,-3%,-14%,-17%
Cn1cccc1CN1CCC[C@]2(N[C@H](c3ccc(C(F)(F)F)cc3)[C@@H]3C(=O)N(Cc4ccccc4)C(=O)[C@@H]32)C1=O,x,-15%,-22%
O=S(=O)(Nc1ccc(F)cc1F)c1ccc(Br)s1,-6%,-23%,-20%
COc1ccc(NS(=O)(=O)c2cccs2)cc1S(=O)(=O)N1CCOCC1,-4%,13%,-4%
CCCc1cc(=O)oc2c(C)c(OCC(=O)Nc3ccccn3)ccc12,-1%,-26%,-16%
N=C1S/C(=C\c2ccc(-c3cccc(Cl)c3)o2)C(=O)N1c1nccs1,36%[activator],3.3µM*,2.6µM*
OCC[C@@H]1C[C@@H](O)[C@H](O)[C@@]2(Cc3ccccc3O2)O1,-7%,-3%,-8%
CCOC(=O)COc1c(Cl)cc(/C=C2\N=C(C)OC2=O)cc1OC,x,u,u
Cc1cccc(C)c1-n1c(SCC(=O)N2CC(=O)Nc3ccccc32)nc2ccccc2c1=O,13%,u,u
COc1ccccc1CCC(=O)N1CCN(S(=O)(=O)c2cc(C(F)(F)F)ccc2Cl)CC1,-5%,u,u
CC(C)c1ccccc1NC(=O)CCCC(=O)O,-1%,10%,4%
Cc1ccc(-n2ncc3c(N4CCC(Cc5ccccc5)CC4)ncnc32)cc1,-4%,u,u
COc1ccc(S(=O)(=O)N2CCC(NC(=O)c3ccccc3)CC2)cc1,3%,-12%,2%
CCc1nn2c(=O)cc(COc3ccc(/C=C(\C#N)C(=O)Nc4ccc(C)cc4)cc3)nc2s1,-3%,-7%,11%
COCCNC(=O)C1CCCN(C(=O)c2cncc(Br)c2)CC1 (centres undefined),x,1%,-4%
Cc1nn(-c2ccccc2)c(Cl)c1/C=N\NC(=O)c1cnccn1,-4%,-9%,-5%
CCN(CC(=O)NC(C)(C)C)C(=O)COc1c(Cl)cc(Cl)c2ccc(C)nc12,-10%,23µM*,13µM*
S=C(NCCc1c[nH]c2ccccc12)NC1CCCCC1,3%,u,u
COc1ccc(-n2nc(C(=O)N3CCN(Cc4ccc5c(c4)OCO5)CC3)c3ccccc3c2=O)cc1,3%,5%,u
Cc1ccc(NS(=O)(=O)c2cc(C(=O)N3CCN(C)CC3)ccc2C)cc1C,0%,-4%,-25%
O=C(COc1ccc2ccccc2c1)N1CCN(C(=O)c2cccs2)CC1,-4%,u,u
CC(=O)Nc1ccc(-c2cn3c(n2)SCC3)cc1,-15%,-8%,-3%
COc1ccc(C2C(C(=O)NCCCN3CCOCC3)c3ccccc3C(=O)N2c2ccc(OC)cc2)cc1 (centres undefined),0%,-8%,-16%
COc1cc(C=NNc2ccccc2)ccc1OC(=O)c1ccccc1,x,u,18µM*
CC(=O)c1ccccc1C(=O)N1CCC(CCC(=O)NCc2ccc(F)cc2)CC1,x,-23%,u
O=C(NC1(Cc2ccccc2)CCN(CCc2cccs2)C1=O)c1ccccc1 (centres undefined),-19%,26µM*,u
CC(C)(C)C1N=C(c2ccc3ccccc3c2)OC1=O (centres undefined),u,10%,-1%
CCN(CC)S(=O)(=O)c1ccc2c(c1)C(=NO)c1cc(S(=O)(=O)N(CC)CC)ccc1-2,-3%,2.3µM*,2.3µM*
Cc1nc(N)[nH]c(=O)c1Oc1cccc(C(F)(F)F)c1,-2%,-6%,-2%
C=CCO/N=C(/CCC)C1=C(N)CC(C)(C)CC1=O,-2%,-2%,1%
Nc1ccc(-c2ncc(-c3ccccc3)o2)cc1,-8%,-1%,u
Cc1onc(-c2ccccc2)c1CNC(=O)Nc1ccccc1,4%,2%,u
O=C(NCC(O)c1ccc([N+](=O)[O-])cc1)Nc1ccccc1 (centres undefined),-2%,-21%,-1%

# New compounds follow.
SMILES,KAT2A inh,TDP1 cell CPT,TDP1 cell noCPT
CCOc1cc(CN2CCN(S(=O)(=O)Cc3ccccc3)CC2)ccc1OC,1%,-19%,23µM*
CCCNC(=O)CC(NS(=O)(=O)c1ccc(OC)cc1)c1ccco1 (centres undefined),-6%,8%,9%
CSc1ccccc1C(=O)OCC(=O)Nc1cccnc1Cl,-1%,5%,-18%
O=C(/C=C/c1ccccc1Cl)N(Cc1cccs1)C1CCS(=O)(=O)C1 (centres undefined),-5%,u,u
COc1ccc(Cn2nnc3c(=O)[nH]c(C4CCCN(C(=O)c5ccccc5Cl)C4)nc32)cc1OC (centres undefined),-9%,2%,-22%
N#C/C(=C/c1ccc(F)cc1)c1nnc(NC(=O)c2ccccc2)s1,3%,u,-29%
COC(=O)[C@]1(Cc2ccccc2)N[C@H](CN(C)S(=O)(=O)c2ccc(OC(F)(F)F)cc2)[C@@H]2C(=O)N(Cc3ccccc3)C(=O)[C@@H]21,-9%,u,u
O=c1cc(CN(Cc2ccccc2)Cc2ccccc2)c2c(ccc3ccccc32)o1,x,29µM*,u
Cc1ccc(C)c(-c2cc(C(=O)Nc3cccc(C(=O)O)c3)c3ccccc3n2)c1,0%,7%,0%
CC(C)(O)CC[C@@H](O)[C@](C)(O)C1CC[C@@]2(O)C3=CC(=O)[C@]4(O)C[C@@H](O)[C@@H](O)C[C@]4(C)C3CC[C@]12C (some centres undefined),1%,u,u
CC(=O)Nc1ccc(-n2cc(-c3ccccc3)[nH]c2=S)cc1,-3%,-8%,u
Cc1nn(-c2c(Cl)cc(Cl)cc2Cl)c(=O)c2ccccc12,-6%,u,u
CC1Oc2ccccc2N(CC(=O)NCCN2CCOCC2)C1=O (centres undefined),-5%,0%,22%
Cc1ccc(-c2c(C(=O)N/N=C/c3cccc(Cl)c3)nnn2-c2nonc2N)cc1,-1%,-6%,-15%
NC(=O)c1ccc(Cl)c2ccccc12,-24%,-3%,-8%

# Another view of 17 compounds above:
Compound	KAT2A inh	TDP1 cell CPT	TDP1 cell noCPT
O=S(=O)(Nc1ccc(F)cc1F)c1ccc(Br)s1	-6%	-23%	-20%
COc1ccc(NS(=O)(=O)c2cccs2)cc1S(=O)(=O)N1CCOCC1	-4%	13%	-4%
CCCc1cc(=O)oc2c(C)c(OCC(=O)Nc3ccccn3)ccc12	-1%	-26%	-16%
N=C1S/C(=C\c2ccc(-c3cccc(Cl)c3)o2)C(=O)N1c1nccs1	36%[activator]	3.3µM*	2.6µM*
OCC[C@@H]1C[C@@H](O)[C@H](O)[C@@]2(Cc3ccccc3O2)O1	-7%	-3%	-8%
CCOC(=O)COc1c(Cl)cc(/C=C2\N=C(C)OC2=O)cc1OC	x	u	u
Cc1cccc(C)c1-n1c(SCC(=O)N2CC(=O)Nc3ccccc32)nc2ccccc2c1=O	13%	u	u
COc1ccccc1CCC(=O)N1CCN(S(=O)(=O)c2cc(C(F)(F)F)ccc2Cl)CC1	-5%	u	u
CC(C)c1ccccc1NC(=O)CCCC(=O)O	-1%	10%	4%
Cc1ccc(-n2ncc3c(N4CCC(Cc5ccccc5)CC4)ncnc32)cc1	-4%	u	u
COc1ccc(S(=O)(=O)N2CCC(NC(=O)c3ccccc3)CC2)cc1	3%	-12%	2%
CCc1nn2c(=O)cc(COc3ccc(/C=C(\C#N)C(=O)Nc4ccc(C)cc4)cc3)nc2s1	-3%	-7%	11%
COCCNC(=O)C1CCCN(C(=O)c2cncc(Br)c2)CC1 (centres undefined)	x	1%	-4%
Cc1nn(-c2ccccc2)c(Cl)c1/C=N\NC(=O)c1cnccn1	-4%	-9%	-5%
CCN(CC(=O)NC(C)(C)C)C(=O)COc1c(Cl)cc(Cl)c2ccc(C)nc12	-10%	23µM*	13µM*
S=C(NCCc1c[nH]c2ccccc12)NC1CCCCC1	3%	u	u
COc1ccc(-n2nc(C(=O)N3CCN(Cc4ccc5c(c4)OCO5)CC3)c3ccccc3c2=O)cc1	3%	5%	u

# The listing continues:
SMILES,KAT2A inh,TDP1 cell CPT,TDP1 cell noCPT
Cc1ccc(C(=O)OCC(=O)N2CCCc3ccccc32)cc1C,-8%,-24%,u
COc1ccc(S(=O)(=O)Nc2cccc3c2O[C@H](CN(C)C(=O)Nc2c(C)noc2C)[C@@H](C)CN([C@H](C)CO)C3=O)cc1,-2%,3%,-3%
CCOC(=O)C1=NN(c2ccccc2)C2(S1)SC(C(C)=O)=C(C)N2c1ccccc1 (centres undefined),-2%,u,15µM*
COc1ccc(-c2ccc3nnc(SCC(=O)N4CCCC4)n3n2)cc1,0%,-28%,-24%
CC1CC(=O)c2cnc(Nc3ccccc3)nc2C1 (centres undefined),u,-14%,-22%
CCOC(=O)c1cnc2cc(-c3ccc(C)cc3)nn2c1C,x,-21%,-19%
O=C(Cc1sc(-c2ccccc2)nc1-c1ccccc1)Nc1ccccc1,-5%,u,u
COc1ccc(Br)cc1CN(C)C(=O)c1cnc(C)cn1,-19%,0%,7%
CCOC(=O)c1c(NC(=O)/C=C/c2ccc3c(c2)OCO3)sc(C)c1CC,-24%,-18%,u
CC(=O)c1ccccn1,-9%,15%,0%
COc1cccc(C2=NOC(C(=O)Nc3cc(C)on3)C2)c1 (centres undefined),-12%,-14%,-4%
COC(=O)c1c(-c2ccc(Cl)cc2)noc1N1CCN(c2cccc(C)c2C)CC1,-1%,16µM*,u
Cc1ccc(C)c(N(CC(=O)NC2CCCC2)C(=O)CCCC(=O)Nc2ccccn2)c1,1%,-15%,-10%
Cc1occc1-c1nnc(SCC(=O)Nc2ccc(F)cc2)n1Cc1ccccc1,-3%,u,u
O=c1[nH]cnc(O)c1C(c1ccc(F)cc1)c1c(O)nc[nH]c1=O,-1%,6%,-6%
CCCCCCCCCCCCCCCCSCC(COC)COP(=O)([O-])OCC[N+](C)(C)C (centres undefined),-13%,-86%,-21%
COc1ccc(CCNC(=O)c2cc(S(=O)(=O)N3CCOCC3)ccc2F)cc1,-2%,u,u
